Kir21 block – inhibitors of mouse Kir2.1 inward-rectifier potassium channel | P35561 | HEK293-Kir2.1, FluxOR thallium flux fluorescence; active compounds read low | B-score at 10 µM | actives 0.85% (n = 310,000);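 active = fluorescence ratio B-score at or below minus 3 SD of library scores, with starting-brightness B-score within 2 SD, cut at about -4.2 in these data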;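 also: channel flux triggered by added potassium and thallium sulfate stimulus; B-score of peak minus minimum fluorescence over baseline after thallium stimulus; more negative B-score means stronger Kir2.1 block with less thallium influx; some compounds called inactive have numbers as strong as hits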
Target sequence (P35561 whole entry, looked up): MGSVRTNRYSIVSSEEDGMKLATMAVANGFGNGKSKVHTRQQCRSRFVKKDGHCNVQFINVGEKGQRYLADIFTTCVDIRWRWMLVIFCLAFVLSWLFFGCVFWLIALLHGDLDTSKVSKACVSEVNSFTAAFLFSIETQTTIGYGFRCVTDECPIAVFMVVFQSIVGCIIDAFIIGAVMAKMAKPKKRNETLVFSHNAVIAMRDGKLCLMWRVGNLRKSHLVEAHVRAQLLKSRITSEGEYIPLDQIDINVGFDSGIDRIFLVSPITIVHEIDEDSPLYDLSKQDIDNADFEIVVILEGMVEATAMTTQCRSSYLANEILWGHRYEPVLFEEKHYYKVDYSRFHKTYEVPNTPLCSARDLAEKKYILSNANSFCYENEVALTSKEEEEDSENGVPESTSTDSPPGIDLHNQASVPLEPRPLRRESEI
CHT block – human CHT choline transport inhibition; Q9GZV3; CHT-expressing cells, membrane potential dye, choline response; active compounds read low; B-score at 10 µM; actives 0.86% (n = 310,000); AID 488975;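 active = B-score over 3 SD under the library average, and starting fluorescence ratio not unusually high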;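 also: choline stimulus applied at its EC90 after an EC20 pre-addition; B-score computed on integrated fluorescence ratio after choline addition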
Target sequence (Q9GZV3 whole entry, looked up): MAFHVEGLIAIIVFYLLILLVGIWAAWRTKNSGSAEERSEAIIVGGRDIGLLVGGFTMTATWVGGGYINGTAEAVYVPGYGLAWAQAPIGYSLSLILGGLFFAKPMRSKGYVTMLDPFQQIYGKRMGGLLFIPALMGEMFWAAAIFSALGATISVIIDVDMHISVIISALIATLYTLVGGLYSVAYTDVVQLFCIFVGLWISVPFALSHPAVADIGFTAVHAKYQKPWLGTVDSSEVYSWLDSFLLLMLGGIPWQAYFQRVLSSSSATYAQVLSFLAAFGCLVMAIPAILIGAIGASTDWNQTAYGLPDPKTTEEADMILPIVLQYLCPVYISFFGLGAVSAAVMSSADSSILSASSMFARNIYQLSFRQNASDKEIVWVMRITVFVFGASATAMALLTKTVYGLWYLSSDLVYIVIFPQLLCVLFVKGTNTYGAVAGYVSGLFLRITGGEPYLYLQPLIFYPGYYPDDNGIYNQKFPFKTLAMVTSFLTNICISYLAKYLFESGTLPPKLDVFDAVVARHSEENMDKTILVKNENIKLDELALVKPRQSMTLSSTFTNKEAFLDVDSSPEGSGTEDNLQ
Active calls of the source: *; i = inactive; / = not tested or not shown.

SMILES | Kir21 block | CHT block
Cc1ccc(C(=O)NC2CCN(C(=O)Nc3ccccc3Cl)CC2)cc1 | 0.03 | i
Cc1cc(OCC(=O)N(Cc2ccco2)C2CCS(=O)(=O)C2)cc(C)c1Cl (stereo not given) | -2.45 | i
CSc1ccccc1NC(=O)CCn1c(=O)sc2ccccc21 | -2.53 | i
CCOc1ccc(NC(=O)CN(C)C(=O)c2ccc(C3SCCS3)cc2)cc1OCC | -0.35 | i
COc1ccccc1N1CCN(C(CNC(=O)c2ccco2)c2cccnc2)CC1 (stereo not given) | -0.15 | i
COc1ccc(/C=N/NC(=O)Cc2cccs2)cc1 | 0.57 | i
O=C(Nc1ccc(-c2cn3ccccc3n2)cc1)c1ccco1 | -0.41 | i
CSc1nc2ccccc2n1Cc1c(Cl)cccc1Cl | -0.33 | i
COC(=O)c1cc(Cl)c(NC(=O)c2cc(OC)c(OC)c(OC)c2)cc1OC | 2.51 | i
O=C(Cc1cccc2ccccc12)N/N=C1\CCCc2ccccc21 | -0.03 | i
CCCc1ncc(C(O)(c2ccccc2)c2ccccc2)n1C | -2.19 | i
Cc1nn(-c2ccccc2)nc1C(=O)Nc1ccc2c(c1)OCCO2 | 0.56 | i
CC(C)CC(CO)N1CCN(C(=O)c2ccc(Cl)cc2)CCC1=O (stereo not given) | -1.79 | i
O=C(O)CNS(=O)(=O)c1cccc(Cl)c1 | -1.14 | i
O=C(CSc1n[nH]c(-c2ccccc2F)n1)NCC(=O)Nc1ccc(F)c(F)c1F | -1.26 | i
COc1ccc(CCNC(=O)CN(CCc2ccccc2)S(C)(=O)=O)cc1 | 0.42 | i
CCOC(=O)N1CCN(Cc2ccc(F)cc2F)CC1 | 0.07 | i
Cn1c(=O)c2c(SCC(=O)N3CCCc4ccccc43)nc(C3CC3)nc2n(C)c1=O | 0.55 | i
CCOc1ccc2nc(NC(=O)C3CCN(C(=O)c4ccco4)CC3)sc2c1 | 1.02 | i
COc1nc2c(s1)C(=O)NCCC2 | 0.64 | i
COc1ccc2[nH]c(=O)c(CN(CCO)C(=O)c3ccccc3F)cc2c1 | 0.75 | i
CCc1cc2c(SCC(=O)c3ccc(Cl)s3)ncnc2s1 | -0.39 | i
Cc1nc2ccccc2n1CC(=O)OCC(=O)NCc1ccccc1 | -0.37 | i
CC(CCc1ccccc1)NC(=O)[C@@H]1Cc2ccccc2CN1 (stereo not given in full) | -0.99 | i

Exported as labelled records: part of the list above
CCOc1ccc2nc(NC(=O)C3CCN(C(=O)c4ccco4)CC3)sc2c1
  Kir21 block: 1.02; CHT block: i
COc1nc2c(s1)C(=O)NCCC2
  Kir21 block: 0.64; CHT block: i
COc1ccc2[nH]c(=O)c(CN(CCO)C(=O)c3ccccc3F)cc2c1
  Kir21 block: 0.75; CHT block: i
CC(C)CC(CO)N1CCN(C(=O)c2ccc(Cl)cc2)CCC1=O (stereo not given)
  Kir21 block: -1.79; CHT block: i

Quoted at random: 5 records from the list
SMILES | Kir21 block | CHT block
O=C(CSc1n[nH]c(-c2ccccc2F)n1)NCC(=O)Nc1ccc(F)c(F)c1F | -1.26 | i
CCOc1ccc2nc(NC(=O)C3CCN(C(=O)c4ccco4)CC3)sc2c1 | 1.02 | i
CC(C)CC(CO)N1CCN(C(=O)c2ccc(Cl)cc2)CCC1=O (stereo not given) | -1.79 | i
COc1nc2c(s1)C(=O)NCCC2 | 0.64 | i
CCOC(=O)N1CCN(Cc2ccc(F)cc2F)CC1 | 0.07 | i

Other entries follow.
SMILES | Kir21 block | CHT block
COc1ccc(/C=C/C(=O)Nc2cccc(F)c2)cc1S(=O)(=O)N1CCOCC1 | 0.25 | i
CCOC(=O)N1CCN(C(=O)COC(=O)c2ccc(S(=O)(=O)N(CC)CC)cc2)CC1 | 0.47 | i
CCn1c(/C=C/c2ccc(O)cc2)nc2ccccc2c1=O | -0.9 | i
COc1ccccc1NC(=O)C(=O)NCc1ccncc1 | -1.84 | i
Cc1ccccc1NC(=O)c1nn(C)c2c1CS(=O)(=O)c1ccccc1-2 | 1.39 | i
CCC(C)N1C(=O)S/C(=C/c2ccc3c(c2)n(C)c(=O)n3C)C1=O (stereo not given) | -0.21 | i
CCC(C)N(C(=O)COc1ccc(Br)cc1C=O)C1CCS(=O)(=O)C1 (stereo not given) | 0.99 | i
COc1ccc(-c2nc(N)ncc2-c2ccccc2)c(O)c1 | -0.11 | i
CC(=O)N(CCC(c1ccccc1)c1ccco1)Cc1cccs1 (stereo not given) | -8.84* | i
COc1ccccc1NC(=O)c1ccc(Br)c(S(=O)(=O)N2CCCC2)c1 | -0.8 | i
O=C1N=C(N2C=CC(=C3C=CNC=C3)C=C2)/C(=C/N=NC(=O)c2ccccc2O)S1 | -0.06 | i
C=CCn1c(SCc2ccc(C(=O)Nc3nccs3)cc2)nnc1-c1ccc(C)c(Cl)c1 | -1.33 | i
COc1ccccc1CNC(=O)CN(C)CC(=O)Nc1cccc(F)c1 | -1.12 | i
CC(OC(=O)CN1C(=O)C2CCCCC2C1=O)C(=O)Nc1ncc(Cl)cc1Cl (stereo not given) | -0.46 | i
CCOCCCNC(=O)C(c1ccc(C)cc1)N(Cc1ccc2c(c1)OCO2)C(=O)CNC(C)=O (stereo not given) | -0.3 | i
CC1Cc2ccccc2N1CC(=O)c1c(N)n(Cc2ccccc2)c(=O)n(C)c1=O (stereo not given) | 0.78 | i
COC(=O)c1ccc(CNC(=O)C(NC(=O)c2ccco2)C(C)C)cc1 (stereo not given) | -0.47 | i
CC(NC(=O)c1ccc(F)cc1)C(c1cccs1)N1CCN(C)CC1 (stereo not given) | 0.01 | i
CN(CC(=O)NCc1ccco1)S(=O)(=O)c1ccc2c(c1)c(=O)n(C)c(=O)n2C | -0.79 | i
O=C(CSc1nc2ccccc2[nH]1)Nc1nc(-c2ccccc2)c(-c2ccccc2)o1 | 0.04 | i
COc1ccc(COCC(O)CN2CCOCC2)cc1OC (stereo not given) | -1.17 | i
Cc1ccc(-n2nc(-c3ccco3)cc2C(=O)NCc2cccnc2)cc1 | 1.09 | i
CC(C)CN1CCC(=O)N([C@H](CSc2ccc(Br)cc2)Cc2ccccc2)CC1 | -0.7 | i
CCc1nnc(N/N=C/c2c(F)cccc2Cl)n1N | -0.73 | i
CNC(=S)N/N=C/c1ccc(-c2ccc(Cl)c([N+](=O)[O-])c2)o1 | 0.52 | i
C/C(=N\Nc1ccccc1[N+](=O)[O-])c1ccccc1O | -1.69 | i
Cc1nn(CCC(=O)NNC(=S)Nc2ccccc2)c(C)c1Br | -1.47 | i
COc1ccc(/C=C/C(=O)OCC(=O)Nc2ccc(Cl)c(S(=O)(=O)N(C)C)c2)cc1OC | 1.24 | i
NC(N)=NS(=O)(=O)c1ccc(N/C=C\C(=O)c2ccncc2)cc1 | 0.64 | i
CN(C)CCNC(=O)c1ccc(CS(=O)(=O)c2ccc(Br)cc2)o1 | -0.08 | i
CCOC(=O)Cc1csc(NC(=O)CCCc2ccccc2)n1 | -2.8 | i
COc1cc(C(=O)NCCCN2CCCC2=O)cc(OC)c1OC | 1.94 | i
COc1ccc(CCNC(=O)C2Cc3ccccc3C(=O)O2)cc1 (stereo not given) | -2.06 | i
CC1CCN(CCCN2C(=O)C3C(C(=O)Nc4cccc(Cl)c4)C4C=CC3(O4)C2C(=O)NC2CCCCC2)CC1 (stereo not given) | 0.58 | i
CCC(CC)C(=O)Nc1cccc(/C(C)=N/NC(=O)c2c(Br)cnn2C)c1 | 0.67 | i
COc1cc(/C=N/NC(N)=O)cc([N+](=O)[O-])c1O | 1.33 | i
CCOC(=O)[C@@H](CCc1ccccc1)N[C@H](C)C(=O)N1[C@H](C(=O)O)C[C@@H]2CCC[C@@H]21 | -1.93 | i
C/C(CCc1oc2ccc(Br)cc2c1-c1ccc(C)o1)=N/O | 0.29 | i
O=C(O)c1ccccc1-c1ncc(-c2ccccc2)o1 | 1.57 | i
COc1ccccc1CCNS(=O)(=O)CCNC(=O)c1ccc2c(c1)OCO2 | -1.83 | i
CCN(C(=S)NC(=O)CCc1ccccc1)c1ccccc1 | -2.2 | i
C=CCc1ccccc1OCC(O)CN1C(=O)c2ccccc2C1=O (stereo not given) | -2.34 | i
COCCN1C(=O)c2ccccc2C(C(=O)N2CCN(c3ccccn3)CC2)C1c1ccc(F)cc1 (stereo not given) | -0.75 | /
Cc1cc(C(=O)NCCCN2CCCC2=O)no1 | 0.08 | i
COC(=O)c1ccccc1C(=O)N1CCCC(C(=O)c2cc(F)ccc2F)C1 (stereo not given) | -0.09 | i
COc1cccc(NC(=O)N(CCCN2CCOCC2)C(C)c2cc3ccccc3o2)c1 (stereo not given) | -0.11 | i
CC(C)(C)C(=O)O/N=C(\N)COc1cccc(Cl)c1 | 0.28 | i
Cc1cc(NC(=O)CCC(=O)N(CC2CCCO2)C(C(=O)NC2CCCC2)c2cccnc2)no1 (stereo not given) | 0.71 | i
O=C(NC1CCOc2ccccc21)C1CCCC1 (stereo not given) | -0.53 | i
CC(C)N(Cc1nnc(-c2ccc(Cl)cc2)o1)C(=O)C1=COCCO1 | 0.68 | i
Cc1cc(NC(=O)CSc2ccc3nnc(-c4cccnc4)n3n2)no1 | 0.21 | i
CSc1nnc2c(n1)OC(c1ccc(C(=O)O)cc1)N(C(C)=O)c1ccccc1-2 (stereo not given) | 0.04 | i
CC(=O)C1=C(O)C(=O)N(c2ccc(Br)cc2)C1c1ccc(Br)cc1 (stereo not given) | -1.46 | i
CCOCc1nnc(NC(=O)CSc2ccccc2)s1 | 1.4 | i
COc1ccc(Br)cc1/C=N/NC(=O)CNC(=O)/C=C/c1ccccc1 | 0.48 | i
CC(=O)/C(=N/Nc1ccccc1)N1CCOCC1 | 1.19 | i
CCn1cc(C(=O)NC2CCCCC2C)c(=O)c2ccc(C)nc21 (stereo not given) | -0.64 | i
COc1cc(OC)c2c(c1)C(=O)OC2 | 0.67 | i
COc1ccc(NC(=O)CSc2nnc(Cn3c(=O)sc4ccccc43)n2C)cc1OC | / | i
CC(C)c1ccc(C(=O)N2CCN(CCO)CC2)cc1 | 0.61 | i
Next section:
SMILES | Kir21 block | CHT block
O=C(COC(=O)CCN1C(=O)/C(=C\C=C\c2ccccc2)SC1=S)Nc1ccc(Br)cc1 | 0.63 | i
CCOC(=O)c1c(-c2ccccc2)oc2ccc(OCC(=O)O)cc12 | 0.1 | i
O=C(Cc1n[nH]c(=O)[nH]c1=O)N/N=C/c1c(O)ccc2ccccc12 | -4.21 | i
O=C(c1ccc(S(=O)(=O)N2CCOCC2)cc1)N1CCc2ccccc2C1 | -0.2 | i
COC(=O)[C@@H](NC(=O)N(C1CCCCC1)C1CCCCC1)C(C)C | -0.05 | i
CCOc1ccc(NC(=O)Nc2cc(C(C)C)ccc2C)cc1 | -0.48 | /
CC(=O)Nc1ccc(NC(=O)C(C)Sc2n[nH]c(=O)n2Cc2ccccc2)cc1 (stereo not given) | 1.91 | i
C=CCCN(C(CC(C)C)C(=O)OC)S(=O)(=O)c1cc(Br)ccc1Br (stereo not given) | 2.1 | i
CCOC(=O)C1=C(C)NC(=O)C(C(N)=O)C12CCCCC2 (stereo not given) | -0.59 | i
CC(=O)O/N=C(/c1nonc1N)N(C)C | 0.03 | i
COc1ccc(C(=S)N2CCN(C)CC2)cc1 | -0.81 | i
O=C(Nc1cccc2ccccc12)N1N=CCC1c1ccccc1 (stereo not given) | 0.91 | i
Clc1ccc(OCc2nc3ccccc3[nH]2)cc1 | 0.03 | i
N#Cc1ccc(C23CC4(C2)[C@H](CN(Cc2ccc(-c5ccccc5)cc2)[C@@H]4c2ccccc2)C3c2ccc(C(F)(F)F)cc2)cc1 (stereo not given in full) | -0.1 | i
O=C(c1ccc(Cl)cc1)c1cnc(Nc2ccccc2)s1 | 0.56 | i
O=C(Nc1ccc(Nc2ccccc2)cc1)c1ccccc1F | 1.19 | i
COc1ccc(-c2noc(C3CCCN(S(=O)(=O)c4cccc(Cl)c4C)C3)n2)cc1OC (stereo not given) | -1.31 | i
CC(C)(C)S(=O)(=O)c1ccccc1C(=O)O | 1.04 | i
O=C(COC(=O)C1COc2ccccc2O1)NC(=O)NC1CCCCC1 (stereo not given) | -0.09 | i
Cc1c(O)c(CN(C)C)cc2c1oc(=O)c1ccccc12 | 0.11 | i
CCCn1nnc(NC(=S)NC(=O)Cc2ccccc2)n1 | 1.19 | i
CCc1cccc(CC)c1NC(=O)CN1C2CCCC1CC(NC(=O)Nc1cccc(OC)c1)C2 (stereo not given) | 0.88 | i
O=C(NCc1ccc(F)cc1)C1CCCN(S(=O)(=O)c2cccc3nsnc23)C1 (stereo not given) | -1.42 | i
Cc1cc(C)n(CC(=O)Nc2ccccc2)n1 | -0.45 | i
CCSc1nnc([C@H](Cc2c[nH]c3ccccc23)NC(=O)OC(C)(C)C)o1 | -0.45 | i
COc1ccc(C(=O)COC(=O)Cn2cnc3c2c(=O)n(C)c(=O)n3C)c(OC)c1 | 0.78 | i
O=C(N/N=C/C1CC=CCC1)c1cc2ccccc2cc1O (stereo not given) | -0.09 | i
O=C(CC(c1ccccc1)c1ccco1)N1CCOCC1 (stereo not given) | 0.78 | i
CCOc1ccc(CCNC(=O)C2CCN(S(=O)(=O)c3ccc(C)cc3)CC2)cc1OCC | 0.87 | i
Cc1ccccc1SCC(=O)Nc1cccc(C#N)c1 | -0.67 | i
CC(=O)Nc1ccc(OCC(=O)c2ccc(C)cc2C)cc1 | 1.51 | i
COc1ccc(C)cc1S(=O)(=O)N(C)CC(N)=O | 0.03 | i
COc1ccccc1NC(=O)CSc1nc(N)c(C#N)cc1C#N | 0.59 | i

Taken from above.
O=C(N/N=C/C1CC=CCC1)c1cc2ccccc2cc1O (stereo not given) @ Kir21 block = -0.09
CCSc1nnc([C@H](Cc2c[nH]c3ccccc23)NC(=O)OC(C)(C)C)o1 @ Kir21 block = -0.45

Assay outcomes from PubChem BioAssay.
